Bim-Bcl-B = disrupts Bim peptide binding to human Bcl-B; bead-based flow cytometry; inhibition, % at 10 µM; Q9HD36; AID 951; actives 0.073% (n = 190,000);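 also: 0% = tracer peptide without compound and 100% = reference inhibitor peptide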
Target sequence (Q9HD36 whole entry, looked up): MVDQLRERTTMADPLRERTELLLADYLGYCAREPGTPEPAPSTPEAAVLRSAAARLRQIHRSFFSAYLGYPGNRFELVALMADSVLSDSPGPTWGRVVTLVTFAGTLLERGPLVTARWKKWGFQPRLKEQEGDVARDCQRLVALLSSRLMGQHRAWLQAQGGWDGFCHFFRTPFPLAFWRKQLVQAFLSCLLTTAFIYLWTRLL
Mcl1-Noxa inh = Mcl-1/Noxa interaction inhibition. Q07820. inhibition, % at 21.7 µM. TR-FRET Mcl-1/Noxa peptide binding, 2 h. actives 1.5% (n = 220,000);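 active = compounds that cut the protein-peptide binding signal by more than 50% relative to plate controls in a single-dose test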;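 also: His-tagged Mcl-1 with rhodamine Noxa BH3 peptide and terbium anti-His antibody; 0% = Mcl-1 plus Noxa peptide wells and 100% = peptide-only wells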
Target sequence (Q07820 whole entry, looked up): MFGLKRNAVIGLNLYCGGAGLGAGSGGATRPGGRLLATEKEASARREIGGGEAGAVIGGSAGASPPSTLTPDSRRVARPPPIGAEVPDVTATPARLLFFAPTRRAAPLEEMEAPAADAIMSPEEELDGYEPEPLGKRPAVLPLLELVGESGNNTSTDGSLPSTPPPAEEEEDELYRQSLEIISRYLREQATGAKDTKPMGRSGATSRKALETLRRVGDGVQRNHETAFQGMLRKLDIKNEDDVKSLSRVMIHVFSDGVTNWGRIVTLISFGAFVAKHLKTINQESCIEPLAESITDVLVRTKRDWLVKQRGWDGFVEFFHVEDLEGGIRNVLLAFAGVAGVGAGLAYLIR
RGS7-Gao = modulates binding of RGS7 to human Galphao. Multiplexed bead flow cytometry; actives lie on both sides. binding response (% of control), % at 10 µM. actives 0.35% (n = 220,000). AID 1439; in the data active = binding response below about 49% or above about 150%; inconclusive = no clear call, values can overlap the other calls; inactive = in between;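 also: fluorescent Galphao held in activated GDP-AlF4 state binding bead-coupled RGS7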
Bcl-2 Bim block = disrupts Bim peptide binding to human Bcl-2. Bead-based flow cytometry, Bim peptide-Bcl-2 binding. inhibition, % at 10 µM. actives 0.06% (n = 190,000). AID 950; in the data active = inhibition above about 40%; inconclusive = no clear call, values can overlap the other calls;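 also: 0% = no compound wells with probe peptide and 100% = reference peptide inhibitor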
Target sequence (P10415 whole entry, looked up): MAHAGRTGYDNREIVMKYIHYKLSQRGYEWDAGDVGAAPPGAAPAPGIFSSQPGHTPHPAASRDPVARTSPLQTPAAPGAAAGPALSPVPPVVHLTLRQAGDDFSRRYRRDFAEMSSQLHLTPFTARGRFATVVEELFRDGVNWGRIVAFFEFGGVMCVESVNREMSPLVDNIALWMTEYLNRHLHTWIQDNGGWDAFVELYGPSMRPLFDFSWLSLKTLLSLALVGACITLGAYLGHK
Mcl-1 Bim block = human Bim-Mcl-1 interaction inhibition. inhibition, % at 10 µM. AID 1009. actives 0.1% (n = 190,000). Bead-based flow cytometry, Bim peptide-Mcl-1 binding;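 also: 0% = no compound tracer wells and 100% = peptide blocker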
RGS4-Gao reg = modulates binding of RGS4 to human Galphao; Multiplexed bead flow cytometry; actives lie on both sides; binding response (% of control), % at 10 µM; actives 0.33% (n = 220,000); in the data active = binding response below about 49% or above about 150%; inactive = in between;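 also: fluorescent Galphao activated with aluminum fluoride binding bead-coupled RGS4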
Bim-Bfl-1 = disrupts Bim binding to human Bfl-1; actives 0.12% (n = 190,000); Bead-based flow cytometry, Bim-Bfl-1 binding inhibition; inhibition, % at 10 µM;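 also: 0% = wells without compound plus tracer and 100% = blocker peptide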
RGS8-Gao = regulators of human RGS8-Galphao interaction; P09471; multiplexed bead flow cytometry, RGS8-Galphao binding; actives lie on both sides; response (percent of control binding), % at 10 µM; actives 0.34% (n = 220,000); AID 1423; in the data active = response below about 60% or above about 140%; inactive = in between;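 also: Galphao activated as the GDP aluminium fluoride complex binding bead-coupled RGS8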
Bcl-XL Bim block = disrupts Bim peptide binding to human Bcl-XL; Q07817; bead flow cytometry, fluorescence; inhibition, % at 10 µM; actives 0.04% (n = 190,000); AID 1007
Target sequence (Q07817 whole entry, looked up): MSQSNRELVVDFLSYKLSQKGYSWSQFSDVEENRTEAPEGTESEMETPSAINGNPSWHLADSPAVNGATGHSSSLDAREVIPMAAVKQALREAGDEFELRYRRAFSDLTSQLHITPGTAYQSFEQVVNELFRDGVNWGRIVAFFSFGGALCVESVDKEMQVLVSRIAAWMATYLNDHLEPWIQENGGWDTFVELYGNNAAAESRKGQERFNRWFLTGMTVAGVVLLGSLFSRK
Mcl1-Bid inh = disrupts binding of human Mcl-1 to Bid peptide; Q07820; actives 0.97% (n = 220,000); TR-FRET Mcl-1/Bid-Dy647 peptide binding, 1536-well; inhibition, % at 21.7 µM; AID 1021;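 active = compounds that cut the binding signal by more than half at the single screening dose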;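 also: His-tagged Mcl-1 with europium anti-His antibody binding Bid BH3 peptide; 0% = Mcl-1 plus peptide wells and 100% = peptide-only wells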
Bim-Bcl-W = inhibitors of Bim-Bcl-W interaction, human. Q92843. bead-based flow cytometry, Bim peptide-Bcl-W binding. inhibition, % at 10 µM. actives 0.02% (n = 190,000);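 also: 0% = bound tracer without compound and 100% = peptide blocker; higher means less fluorescent Bim peptide bound to Bcl-W beads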
An asterisk follows results filed as active; ? = inconclusive; . = not tested or not shown. Rule as the data show it, unless noted: active = inhibition above about 40%.

SMILES	Bim-Bcl-B	Mcl1-Noxa inh	RGS7-Gao	Bcl-2 Bim block	Mcl-1 Bim block	RGS4-Gao reg	Bim-Bfl-1	RGS8-Gao	Bcl-XL Bim block	Mcl1-Bid inh	Bim-Bcl-W
O=C(O)c1ccccc1-c1ccccc1C(=O)NCc1cccc(C(F)(F)F)c1	-1.0	-2.8	104.6	0.0	-1.0	106.2	-1.0	105.8	-1.0	-11.1	1.0
Cc1ccc(C)c(S(=O)(=O)N2CCN(c3ncccn3)CC2)c1	-8.0	-1.6	104.7	-2.0	0.0	101.4	-4.0	101.9	-1.0	-3.7	1.0
COc1cc(C(=O)NC2CC3CCCC(C2)N3CC(=O)Nc2ccccc2)cc(OC)c1OC (configuration not stated)	-3.0	-4.4	102.9	0.0	-3.0	103.3	-5.0	101.5	1.0	0.5	-2.0
CC(C)CCNc1nc2ccccc2nc1NS(=O)(=O)c1cccs1	.	23.4	?	.	.	104.8	.	101.5	.	0.0	.
CN(C)CCOC(=O)c1sc2ccccc2c1Cl	-2.0	20.4	85.9	1.0	-1.0	88.4	-3.0	91.6	-1.0	-4.8	2.0
O=C1NCCN(Cc2ccc(Cl)c(F)c2)C1CC(=O)N1CCc2ccccc2C1 (configuration not stated)	-3.0	-0.4	97.6	-8.0	-1.0	98.9	-7.0	101.9	-3.0	-14.3	-3.0
NC(=O)CSc1nnc(-c2ccncc2)o1	0.0	0.8	93.1	-3.0	0.0	98.6	-3.0	98.6	-3.0	-17.3	-1.0
CCCS(=O)(=O)c1ccc(COC(=O)c2cccc(NC(=O)C(C)C)c2)cc1	-4.0	-2.5	104.1	-5.0	0.0	99.5	-6.0	102.5	-4.0	-1.0	-1.0
CCOC(=O)c1cc2c(=O)[nH]c(C(Cl)(Cl)Cl)nc2o1	-3.0	40.2	106.9	0.0	1.0	102.4	-2.0	101.2	-2.0	52.0*	0.0
COc1ccc(CCNc2oc(-c3ccc(C)cc3)nc2C#N)cc1OC	-6.0	0.0	99.8	-10.0	0.0	97.2	-11.0	100.7	-4.0	-31.6	0.0
COc1ccc(S(=O)(=O)Nc2ccccc2C)cc1	-8.0	-1.8	105.0	-6.0	-1.0	98.9	-9.0	103.3	-4.0	5.4	4.0
O=C(N/N=C/c1ccccc1Cl)c1n[nH]c2c1CCCC2	-5.0	2.5	89.4	-6.0	-1.0	94.5	-16.0	80.4	-5.0	-2.7	-3.0
N#CCC(=O)Nc1ncn(Cc2ccccc2Cl)n1	-1.0	3.0	99.2	-2.0	-1.0	96.3	-1.0	97.7	-1.0	-11.3	0.0
CC(=O)C1C(c2cccc(Oc3ccccc3)c2)NC(=O)NC1(O)C(F)(F)F (configuration not stated)	-10.0	7.7	103.7	-15.0	-1.0	105.6	-18.0	103.4	0.0	6.3	0.0
Fc1ccc(NC(=S)Nc2ccc(Cl)cc2)cc1	-9.0	2.1	?	-4.0	-2.0	105.6	-5.0	101.9	-4.0	-97.7	-3.0
Cc1cc(NC(=O)CSc2ccc(-c3ccc4c(c3)OCO4)nn2)no1	4.0	-37.3	100.7	-3.0	1.0	98.4	0.0	99.6	-2.0	7.6	0.0
FC(F)(F)c1cnc2c(-c3ccc(Cl)cc3Cl)noc2c1	0.0	2.9	97.4	-4.0	0.0	91.6	-1.0	94.0	-1.0	-5.8	0.0
O=C(c1ccc([N+](=O)[O-])cc1)N1CCN(Cc2ccccc2)CC1	-7.0	2.3	101.3	-5.0	-1.0	98.6	-14.0	100.6	-7.0	-13.1	-5.0
Cc1c(CC(Cl)(Cl)Cl)c2c(n1O)CC(C)(C)CC2=O	-8.0	9.9	99.2	-3.0	-7.0	98.0	0.0	98.0	-10.0	-6.0	-5.0
COc1ccc(C(=O)N2CC(=O)Nc3ccccc32)cc1S(=O)(=O)N1CCCC1	7.0	8.8	101.7	11.0	0.0	103.0	2.0	104.6	-2.0	-30.8	-2.0
COc1ccc(S(=O)(=O)n2ccc(C)n2)cc1C	-8.0	8.6	101.8	-6.0	1.0	103.6	-12.0	102.9	-8.0	-3.5	0.0
CC(C)Cn1c(-c2ccc(Br)cc2)c[nH]c1=S	-10.0	40.1	91.5	1.0	0.0	97.1	13.0	80.6	-4.0	-15.6	1.0
CCOC(=O)N1CCN(C(=O)c2cc3c(-c4ccc(Cl)cc4)nn(C)c3s2)CC1	-6.0	13.3	97.4	-8.0	-2.0	99.0	-11.0	99.1	-3.0	2.6	0.0
C/C(=N/NC(=O)c1ccco1)c1cccnc1	-5.0	-3.8	107.1	-5.0	-3.0	103.0	-6.0	100.4	-6.0	-12.0	-3.0
O=C(Nc1ccc(NC(=O)c2ccco2)nc1)c1cccnc1	-9.0	6.0	105.1	-11.0	-4.0	102.5	-18.0	101.1	-7.0	-5.0	-3.0
CCOc1ccc2nc(NC(=O)c3ccoc3C)sc2c1	-14.0	28.4	115.7	-3.0	0.0	104.1	0.0	102.3	-2.0	6.3	-1.0
O=C1CCCN1c1nccs1	-6.0	6.8	104.7	-3.0	0.0	99.8	-10.0	104.9	-4.0	-2.8	-2.0
COc1cccc(N2CC(=O)N(c3cccc(OC)c3)CC2=O)c1	-3.0	6.9	?	0.0	-1.0	97.6	-5.0	95.7	-4.0	-26.9	-4.0
O=C1c2ccccc2C(=O)N1Cc1ccc2c(c1)OCO2	0.0	-8.3	99.8	-1.0	0.0	99.2	-1.0	99.8	-5.0	-10.2	0.0
O=C(O)CN1C(=O)CC(Cc2ccccc2)C1=O (configuration not stated)	-15.0	23.6	99.1	-12.0	-6.0	97.6	-16.0	100.7	-23.0	7.1	-3.0
CC1(C)NC(=O)N(CC(O)COc2ccc(-c3ccccc3)cc2)C1=O (configuration not stated)	0.0	-10.9	97.5	1.0	1.0	96.6	0.0	99.9	0.0	-6.2	0.0
COc1cc2c(c(OC)c1OC)-c1c(cc(OC)c(OC)c1OC)C[C@](C)(O)[C@@H](C)C2	.	-1.4	?	.	.	102.0	.	101.7	.	-17.1	.
O=C(O)Cn1nnc2ccccc21	.	4.2	?	.	.	107.1	.	102.1	.	2.9	.
O=C(CN1CCCC1)OCCCC1CCCCC1	.	0.9	?	.	.	102.6	.	103.8	.	-4.4	.
COCCOC(=O)C1=C(C)NC(=O)NC1c1ccc(-c2ccc(F)cc2)o1 (configuration not stated)	-1.0	1.3	102.6	-3.0	1.0	101.7	-4.0	104.3	-1.0	-27.2	1.0
COc1cc(NC(=O)COC(=O)CNS(=O)(=O)c2ccc(F)c(F)c2F)cc(OC)c1	-3.0	19.0	103.6	-1.0	-4.0	105.1	-1.0	98.8	-5.0	-15.1	0.0
COc1cc(/C=C/C(=O)OCC(=O)Nc2c(C)n(C)n(-c3ccccc3)c2=O)ccc1OCC#N	-2.0	3.1	97.5	-2.0	2.0	100.0	-6.0	100.0	-1.0	-5.2	2.0
C/C(Cc1ccccc1)=N\NC(=O)CNC(=O)COc1ccccc1	.	8.3	?	.	.	118.4	.	105.8	.	-39.8	.
CC1(C)CC(N2CCN(Cc3ccccc3)CC2)=CC(=[N+]2CCCCC2)C1	.	6.1	?	.	.	95.1	.	95.4	.	-27.6	.
COc1ccc(-c2csc(N3C(=O)C4C5c6ccccc6C(c6ccccc65)[C@@H]4C3=O)n2)cc1 (some centres not stated)	-5.0	-12.5	96.0	-10.0	-3.0	98.7	-16.0	94.5	-2.0	-16.6	0.0
c1ccc2c(c1)CNC1(CCCCC1)C2	-5.0	10.6	103.5	-9.0	0.0	100.9	-5.0	99.6	-5.0	-16.1	0.0
O=c1c2cc3c(cc2[nH]c(=S)n1C1CCN(Cc2ccccc2)CC1)OCO3	-45.0	2.6	97.2	-1.0	-6.0	94.7	0.0	97.7	-5.0	-43.2	-2.0
COc1cc(NC(=O)CSc2nnc3c(C)cc4c(C)ccc(C)c4n23)c(C(=O)O)cc1OC	1.0	27.2	99.7	1.0	-2.0	102.5	3.0	102.1	1.0	19.0	0.0
O=C(CCNC(=O)c1ccccc1Cl)Nc1nc(-c2ccc3ccccc3c2)cs1	-4.0	7.1	106.5	0.0	0.0	105.7	-1.0	104.1	-2.0	-18.6	0.0
CCNCCNC(=O)c1c(O)c2c([nH]c1=O)CCCC2	15.0	-2.0	88.5	17.0	14.0	89.7	26.0	104.2	20.0	7.3	14.0
Cc1cc(SCC(=O)c2cc(C)n(C)c2C)nc2ccccc12	-12.0	-0.9	105.0	-10.0	-5.0	100.8	-7.0	102.4	-7.0	-42.9	-6.0
CCOC(=O)Nc1ccc2c(c1)Sc1ccccc1N2C(=O)CCN1CCOCC1	-7.0	5.9	100.3	-7.0	-1.0	100.1	-11.0	99.7	-1.0	-3.5	0.0
S=C(NCC1COc2ccccc2O1)Nc1ccccc1 (configuration not stated)	-4.0	2.1	100.7	-1.0	0.0	101.1	-5.0	102.2	0.0	-25.5	1.0

Three structures out of the list, sorted by SMILES length, low to high:
SMILES	Bim-Bcl-B	Mcl1-Noxa inh	RGS7-Gao	Bcl-2 Bim block	Mcl-1 Bim block	RGS4-Gao reg	Bim-Bfl-1	RGS8-Gao	Bcl-XL Bim block	Mcl1-Bid inh	Bim-Bcl-W
CN(C)CCOC(=O)c1sc2ccccc2c1Cl	-2.0	20.4	85.9	1.0	-1.0	88.4	-3.0	91.6	-1.0	-4.8	2.0
C/C(=N/NC(=O)c1ccco1)c1cccnc1	-5.0	-3.8	107.1	-5.0	-3.0	103.0	-6.0	100.4	-6.0	-12.0	-3.0
CCOC(=O)N1CCN(C(=O)c2cc3c(-c4ccc(Cl)cc4)nn(C)c3s2)CC1	-6.0	13.3	97.4	-8.0	-2.0	99.0	-11.0	99.1	-3.0	2.6	0.0

(list continues)
SMILES	Bim-Bcl-B	Mcl1-Noxa inh	RGS7-Gao	Bcl-2 Bim block	Mcl-1 Bim block	RGS4-Gao reg	Bim-Bfl-1	RGS8-Gao	Bcl-XL Bim block	Mcl1-Bid inh	Bim-Bcl-W
O=C(O)C(Cc1ccccc1)N1C(=O)CCC1=O (configuration not stated)	0.0	2.7	?	-1.0	0.0	98.5	-5.0	99.4	0.0	0.9	0.0
CCOC(=O)C1CCN(Cc2ccc(OC)cc2OC)CC1	-7.0	29.4	87.1	-7.0	-3.0	92.9	-9.0	98.9	-8.0	21.9	-1.0
CCc1c(C)nc(Nc2nc(C)c3cc(OC)ccc3n2)[nH]c1=O	2.0	8.0	87.6	0.0	1.0	90.2	-2.0	91.1	2.0	-23.6	0.0
CC(C)CC(C(=O)NC(C)(C)C)N(Cc1cccs1)C(=O)c1snc(C(N)=O)c1N (configuration not stated)	-7.0	13.2	100.2	-7.0	-3.0	100.9	-11.0	106.5	-3.0	-7.8	-3.0
CC(=O)NC1(c2ccccc2)CCN(C(=O)N2CCOCC2)CC1	0.0	-5.9	94.6	-1.0	-4.0	97.1	0.0	94.6	-2.0	4.8	-1.0
c1ccc2c(c1)ncn2CCCOc1ccc2c(c1)CCC2	-3.0	16.6	100.2	-3.0	-5.0	102.3	-1.0	102.5	-5.0	13.9	-6.0
CC(C)(C)OC(=O)N/N=C\c1ccc([N+](=O)[O-])s1	-4.0	17.4	104.1	-1.0	-4.0	104.0	-6.0	103.4	-2.0	-22.2	-3.0
CCCc1nc(SCC(=O)Nc2ccccc2OC)c2c(=O)n(C)c(=O)n(C)c2n1	-5.0	3.0	104.3	-8.0	-2.0	107.3	-11.0	117.6	-5.0	-5.4	-2.0
CC(CCc1ccccc1)NC(=O)C1CCN(S(=O)(=O)N2CCCCC2)CC1 (configuration not stated)	25.0	11.7	84.0	28.0	31.0	85.6	38.0	75.1	41.0*	3.5	25.0

Screens: PubChem BioAssay, several laboratories
